CF NFkB block: inhibitors of cystic fibrosis induced NF-kB; 360,000 compounds, 0.86% hits; inhibition, % at 5 µM; KKLEB NF-kB-GFP reporter, PAF-induced, GFP fluorescence overnight;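 active means at least 50% inhibition at 5 µM, scaled per plate between neutral and stimulator controls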;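 further: PAF is a Pseudomonas aeruginosa culture filtrate used as stimulus; plate controls were PAF-stimulated DMSO wells for no effect and unstimulated DMSO wells for full effect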
TRAIL sens C8: caspase-8 TRAIL sensitization; 360,000 compounds, 1% hits; NB7+C8 cells + TRAIL, ATPlite viability luminescence; inhibition (viability loss, TRAIL sensitization), % at 10 µM;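 active means compounds causing at least 50% loss of cell viability in the single-dose screen, relative to plate controls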
Shn3 inh set2: Schnurri-3 reporter inhibition in Clone20 osteoblasts; Clone20 osteoblast Shn3 3'UTR firefly luciferase, 24 h; inhibition, % at 12.5 µM; 360,000 compounds, 0.52% hits; AID 588674;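 active means mean inhibition of at least 75% with every replicate also reaching 75%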;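 further: 0% = median of neutral control wells and 100% = pilot-screen positive control compound; some compounds past the cut are filed as inactive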
hiPSC survival: enhancers of human iPSC single-cell survival; survival enhancement, % at 20 µM; hiPSC single-cell survival, ATPlite luminescence; 100% = ROCK inhibitor wells, 0% = DMSO; 360,000 compounds, 0.044% hits; in the data active means survival enhancement above about 18%;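 further: cells exposed to compounds for 16 hours before the ATP read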
LMP1 NFkB inh: reduces LMP1-driven NF-kappaB luciferase signal; LMP1-induced NF-kappaB luciferase reporter cells, luminescence; inhibition, % at 12.5 µM; 350,000 compounds, 0.69% hits; AID 504558; in the data active means inhibition above about 41%;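 further: 0% = neutral control wells and 100% = reference inhibitor control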
NR2E3 ag-1: human photoreceptor-specific nuclear receptor agonism | 360,000 compounds, 0.35% hits | Q9Y5X4 | inhibition of corepressor binding, % at 3.98 µM | AID 602229 | CHO-S Gal4-NCOR/VP16-NR2E3 two-hybrid, luciferase;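 active means inhibition above the mean of all tested compounds plus 3 SD, cut at about 70% in these data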;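 further: 0% = DMSO with NR2E3 transfected cells and 100% = cells lacking NR2E3 construct; higher means lower luciferase signal from less NR2E3 corepressor binding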
Target sequence (Q9Y5X4 whole entry, looked up, the tested form may be a part): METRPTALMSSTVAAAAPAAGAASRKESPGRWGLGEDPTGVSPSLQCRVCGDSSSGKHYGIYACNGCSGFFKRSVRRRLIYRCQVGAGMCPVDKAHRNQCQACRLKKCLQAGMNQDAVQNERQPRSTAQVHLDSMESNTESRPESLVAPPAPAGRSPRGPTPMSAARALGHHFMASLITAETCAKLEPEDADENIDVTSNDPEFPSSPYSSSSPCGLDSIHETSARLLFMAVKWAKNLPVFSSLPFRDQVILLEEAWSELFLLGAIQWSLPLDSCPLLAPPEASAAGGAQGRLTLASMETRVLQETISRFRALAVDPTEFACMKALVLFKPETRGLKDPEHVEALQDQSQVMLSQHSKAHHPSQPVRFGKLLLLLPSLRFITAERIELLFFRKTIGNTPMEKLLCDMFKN
Peg3 promoter: reduces Peg3 promoter-driven luciferase expression in HeLa; 360,000 compounds, 1.7% hits; HeLa PEG-Prom luciferase reporter, luminescence, overnight; AID 588405; inhibition, % at 20 µM;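 active means inhibition of at least 50% at 20 µM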
KKLEB tox: reduces viability of KKLEB cystic fibrosis airway cells; KKLEB CF airway cells viability, ATPlite luminescence, overnight; hits give low values; cells stimulated with P. aeruginosa culture filtrate; activity change (cytotoxicity), % at 5 µM; AID 602141; 360,000 compounds, 0.36% hits;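 active means corrected activity change at or below -50% at 5 µM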
TRPM1 prom inh: MITF TRPM1 promoter inhibition in SK-MEL-5 cells | SK-MEL-5 TRPM1 promoter luciferase, 24 h | inhibition, % at 12.5 µM | 330,000 compounds, 0.83% hits | AID 488899;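 active means mean inhibition across replicates of 60% or more, whatever share of single replicates reaches that level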; further: values of inactives mirror those of a sister screen read the other way
NR2E3 ag-2: NR2E3 (human) agonism; AID 2300; GST-NR2E3/biotin-RetCOR TR-FRET, 1536-well; inhibition of corepressor binding, % at 4.78 µM; Q9Y5X4; 320,000 compounds, 0.12% hits;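 active means percent inhibition above the cutoff of mean plus 3 SD of all tested compounds, set per screening campaign, cut at about 20% in these data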;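 further: 0% = DMSO wells and 100% = biotin wells as full block of FRET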
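system = GST-tagged NR2E3 plus biotinylated RetCOR corepressor | input = 1.35 nM GST-NR2E3 | also added = 7 nM biotin-RetCOR | schedule = 5 h incubation at 4 °C | measured by = TR-FRET with europium anti-GST and streptavidin-D2, 340 nm excitation | read-out = percent loss of FRET ratio relative to control wells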
HIF-2a inh: HIF-2a inhibition; 786-0 RCC cells HIF-2a reporter, luciferase luminescence, overnight; inhibition, % at 18.8 µM; 360,000 compounds, 0.72% hits; AID 624352;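 active means inhibition of the luminescence signal of 40% or more relative to plate controls, in a single-dose primary screen at 18.75 µM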
An asterisk follows results filed as active; x = not tested or not shown. These rows are one share of the data, so the mix of outcomes need not match the whole.

SMILES	CF NFkB block	TRAIL sens C8	Shn3 inh set2	hiPSC survival	LMP1 NFkB inh	NR2E3 ag-1	Peg3 promoter	KKLEB tox	TRPM1 prom inh	NR2E3 ag-2	HIF-2a inh
CCCCN1C(=O)c2ccc(C(=O)OCC(=O)N3CCN(c4ccccc4)CC3)cc2C1=O	9	4	-10	-0.6	6	-5	-4	6	5	4	6
Cc1ccc(NC(=O)CN(C)C(=O)CSc2nnc(N)s2)cc1	7	-5	25	2.0	-1	17	-3	-14	12	1	16
O=C(CSc1nnc(-c2cccc(F)c2)o1)N1CCCC1	-2	5	-64	0.2	-5	-52	-96	13	-43	-1	-151
O=C(NCCc1cccs1)c1ccc(CS(=O)Cc2cccc(Cl)c2)o1 (stereo unspecified)	-31	3	3	-1.3	-6	-3	6	3	x	x	4
CCCCC(=O)Nc1cccc(NC(=O)c2cccnc2Cl)c1	13	-14	10	-0.6	-3	-19	12	-1	0	-2	12
O=S(=O)(Nc1nccs1)c1ccc2c(c1)OCCO2	8	-12	-19	-3.6	-5	-15	14	-6	-2	-1	4
Cc1ccccc1OCCC(=O)Nc1ccc(F)c(Cl)c1	-14	-13	-17	-1.2	2	-1	-8	-8	-4	1	-23
CCn1c(O)c(N=NC(=O)Cc2csc(N3CCOCC3)n2)c2ccccc21	2	-13	-11	-0.2	2	-3	22	3	-11	-4	21
Cc1c(C(=O)O)[nH]c2c1C(=O)CC(c1ccc(Cl)cc1)C2 (stereo unspecified)	13	-8	22	-2.3	-6	-23	-9	-2	-9	3	3
CN(CC(=O)Nc1ccc(F)c(Cl)c1)S(=O)(=O)c1cccc2nsnc12	4	-7	-4	-3.3	2	-22	12	-1	-2	2	21
CC(C)CNC(=O)c1cccc(NC(=O)CCc2ccccc2)c1	-8	-1	5	0.2	-2	-14	-3	16	-9	-3	9
COc1ccc(-c2nnn(CCc3nn[nH]n3)n2)cc1	-1	-5	2	-1.9	-6	6	8	1	4	1	17
CCc1ccccc1N=Cc1c(C)c(C#N)c2[nH]c3ccccc3n2c1=O	15	19	-3	-0.1	13	-30	-13	-13	11	x	3
CC1CCC(N2CCN(S(C)(=O)=O)CC2)CC1 (stereo unspecified)	10	-3	4	0.9	1	8	-2	0	4	0	9
Cc1coc2cc3oc(=O)cc(C)c3cc12	-15	8	-6	-0.1	3	-14	-75	4	-38	0	-40
CCN(Cc1ccccc1)S(=O)(=O)c1ccc(C(=O)N(CCCN(C)C)c2nc3cc4c(cc3s2)OCO4)cc1	-11	10	26	-0.5	-2	-6	87*	0	93*	-2	3
Cc1ccc(C2(C)NC(=O)N(CC(=O)c3ccc(Cl)s3)C2=O)cc1 (stereo unspecified)	-11	11	16	-1.7	2	-9	5	-5	-10	0	21
CCOc1ccc(S(=O)(=O)NCCC(=O)N2CCN(Cc3ccccc3)CC2)cc1	-25	-6	10	0.8	5	18	10	14	6	1	12
COc1ccccc1NC(=O)CC1C(=O)Nc2c1c(=O)n(C)c(=O)n2C (stereo unspecified)	4	-9	8	1.3	1	11	1	-13	0	2	14
COc1ccc(CCNC(=O)c2ccc(CS(=O)(=O)c3ccc(Br)cc3)o2)cc1OC	1	31	31	-0.1	10	13	33	4	11	3	26
CCOC(=O)c1ccccc1NC(=O)c1cc2ccccc2o1	1	5	-1	0.0	-2	-5	-46	1	-6	x	-197
Cc1nnc(C)n1/N=C/c1ccc(C(C)C)cc1	9	1	8	-0.8	-7	-18	2	-2	-1	3	-12
COc1ccc2c(c1)CCc1c(C(=O)N(C)c3ccccc3)noc1-2	0	2	-28	-0.4	-23	-53	-276	4	-56	2	-236
Cc1ccc(NC2=CC(=O)CCC2)cc1C	-7	-8	-8	-1.0	-4	-25	-2	5	-9	-4	20
Cc1oc2ccc(OC(C(=O)O)c3ccccc3)cc2c1C(=O)O (stereo unspecified)	6	16	6	-0.2	8	-21	13	-9	-9	1	10
Cc1ccc(NC(=O)CN2C(=O)/C(=C3\SC(=S)N(C4CCS(=O)(=O)C4)C3=O)c3ccccc32)cc1 (stereo unspecified)	33	2	-16	-3.4	15	-18	7	2	10	x	13
CCCCOC(=O)CCc1c(C)n[nH]c1C	-9	-6	12	-0.2	2	-19	14	9	11	3	18
O=C(/C=C/c1cccc([N+](=O)[O-])c1)OCC(=O)N1CCOCC1	5	-6	-9	-0.2	-5	-23	-5	-10	x	0	7
Cc1cccc(N2CCN(C(=O)CCc3nc4ccccc4c(=O)[nH]3)CC2)c1C	17	-4	18	-2.0	-4	-44	28	-23	22	x	12
Cc1ccc(NC(=O)CS(=O)CC(=O)N(c2ccccc2)C(C)C(=O)NC2CCCC2)cc1 (stereo unspecified)	-2	-6	-18	0.5	-8	-12	-3	15	-3	3	14

6 entries drawn at random from those above:
SMILES	CF NFkB block	TRAIL sens C8	Shn3 inh set2	hiPSC survival	LMP1 NFkB inh	NR2E3 ag-1	Peg3 promoter	KKLEB tox	TRPM1 prom inh	NR2E3 ag-2	HIF-2a inh
CCOC(=O)c1ccccc1NC(=O)c1cc2ccccc2o1	1	5	-1	0.0	-2	-5	-46	1	-6	x	-197
Cc1ccc(NC(=O)CS(=O)CC(=O)N(c2ccccc2)C(C)C(=O)NC2CCCC2)cc1 (stereo unspecified)	-2	-6	-18	0.5	-8	-12	-3	15	-3	3	14
Cc1oc2ccc(OC(C(=O)O)c3ccccc3)cc2c1C(=O)O (stereo unspecified)	6	16	6	-0.2	8	-21	13	-9	-9	1	10
Cc1ccc(C2(C)NC(=O)N(CC(=O)c3ccc(Cl)s3)C2=O)cc1 (stereo unspecified)	-11	11	16	-1.7	2	-9	5	-5	-10	0	21
CCOc1ccc(S(=O)(=O)NCCC(=O)N2CCN(Cc3ccccc3)CC2)cc1	-25	-6	10	0.8	5	18	10	14	6	1	12
Cc1ccc(NC(=O)CN2C(=O)/C(=C3\SC(=S)N(C4CCS(=O)(=O)C4)C3=O)c3ccccc32)cc1 (stereo unspecified)	33	2	-16	-3.4	15	-18	7	2	10	x	13

(cont.)
SMILES	CF NFkB block	TRAIL sens C8	Shn3 inh set2	hiPSC survival	LMP1 NFkB inh	NR2E3 ag-1	Peg3 promoter	KKLEB tox	TRPM1 prom inh	NR2E3 ag-2	HIF-2a inh
COc1ccc(-c2nc(C#N)c(N3CCCCCC3)o2)cc1OC	4	-8	13	5.9	10	-41	-19	-5	-5	2	-63
Cc1noc(NS(=O)(=O)c2ccc(N/C=C/C(=O)c3ccc(F)cc3)cc2)c1C	9	8	11	-2.0	10	-48	-44	-1	-3	0	1
N#CC1CCN(C(=O)c2ccc3c(Cl)c4c(nc3c2)CCCC4)CC1	17	24	-32	-0.1	-7	-8	22	-4	-1	-3	-13
CC(C)(C)c1ccc(Cn2c(=N)n(CC(O)c3ccco3)c3ccccc32)cc1 (stereo unspecified)	25	16	83*	-0.9	-87	3	105*	-22	98*	2	1
C[C@@H]1CN([C@H](C)CO)C(=O)CCCn2cc(nn2)CO[C@H]1CN(C)S(C)(=O)=O	-9	12	1	0.4	2	-15	-3	14	x	x	2
Cc1c(C(=O)NCCN2CCOCC2)sc2nc(-c3ccc(F)cc3)cn12	-19	8	-1	0.1	-6	-20	-22	6	-7	1	-1
O=C(NCc1ccccc1)c1noc2c1CCCCC2	-4	-1	-62	-2.2	-35	-116	-227	-7	-106	-1	-277
O=C(COc1ccc(OCc2ccccc2)cc1)NC1CCOC1=O (stereo unspecified)	13	1	9	-1.6	-2	-1	-7	2	-1	0	5
COc1ccc(C2N3CC4(C)CN2CC(C)(C3)C4O)cc1 (stereo unspecified)	8	1	8	-0.2	0	-12	-9	1	x	0	9
Cc1cc(C)c(OCC(=O)OCC(=O)NCc2cccs2)c(C)c1	22	15	-10	-0.6	-4	-29	6	16	3	0	2
CC(OC(=O)c1ccc2ccccc2c1)C(=O)N(C)Cc1ccccc1 (stereo unspecified)	-20	-6	1	4.3	-5	-24	-16	-14	-10	4	-78
NNC(=O)c1cncc(Br)c1	-3	12	4	0.5	7	-13	8	3	6	1	27
O=C(O)c1ccc(N2C(=O)/C(=C\c3ccccc3)N=C2c2ccccc2)cc1	-6	1	-9	0.1	-3	-9	-17	14	-2	-1	-24
CC1CN(c2nc(-c3ccc(Br)cc3)nnc2-c2ccccc2)CC(C)N1 (stereo unspecified)	14	47	10	-4.8	3	-26	62*	-10	23	0	-60
Cc1cc(OCC(=O)NCc2ccncc2)ccc1Cl	-28	0	7	-0.3	3	-28	1	21	5	0	0
COCCCN1CC23C=CC(O2)C(C(=O)O)C3C1=O (stereo unspecified)	-10	10	-5	-2.0	-9	-25	6	12	-9	4	9
CCCn1cnc2c(cnn2-c2ccc(F)cc2)c1=O	1	23	-56	2.0	-4	-47	-195	1	-34	-1	-197
O=S(=O)(c1ccc(Cl)c(NC(=S)N/N=C/c2c(F)cccc2F)c1)N1CCOCC1	25	25	64	-1.7	18	-22	26	-22	15	5	18
CCOc1ccccc1C(=O)N(C)CC(=O)Nc1ccc(OC)cc1	11	14	-1	0.2	-1	-1	0	3	10	x	4
CN(C)c1ccc(/C=N\NC(=S)SCN2C(=O)C3CCC(C)(C2=O)C3(C)C)cc1 (stereo unspecified)	-4	-3	0	-1.1	0	-28	-13	5	11	-2	-30
Cc1ccccc1C(=O)Nc1ccc(O)c2c(=O)cc(-c3ccccc3Cl)oc12	10	9	-3	2.9	-9	-12	-6	-18	-2	-4	10

Gathered by group, the entries above with bromine.
SMILES	CF NFkB block	TRAIL sens C8	Shn3 inh set2	hiPSC survival	LMP1 NFkB inh	NR2E3 ag-1	Peg3 promoter	KKLEB tox	TRPM1 prom inh	NR2E3 ag-2	HIF-2a inh
COc1ccc(CCNC(=O)c2ccc(CS(=O)(=O)c3ccc(Br)cc3)o2)cc1OC	1	31	31	-0.1	10	13	33	4	11	3	26
NNC(=O)c1cncc(Br)c1	-3	12	4	0.5	7	-13	8	3	6	1	27
CC1CN(c2nc(-c3ccc(Br)cc3)nnc2-c2ccccc2)CC(C)N1 (stereo unspecified)	14	47	10	-4.8	3	-26	62*	-10	23	0	-60

Compound activity deposited in PubChem BioAssay by several laboratories.
